CAL PDZ FP-1: untagged CAL PDZ binding inhibitors, primary screen, biochemical, fluorescence polarization, HTS. Golgi-associated PDZ and coiled-coil motif-containing protein (Homo sapiens), Q9HD26. purified CAL PDZ, TMR-peptide fluorescence polarization, 1 h. inhibition, % at 24.9 µM. 300,000 tested, 0.92% active. AID 602252, 2012;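 active means mean inhibition of at least 30% with at least half of replicates also reaching 30%; inconclusive means no clear call, values can overlap the other calls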;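 further: 0% = DMSO neutral control and 100% = excess unlabeled competitor peptide PRC23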
Rtt109 Vps75: inhibitors of C. albicans Rtt109/Vps75 HAT, primary screen, biochemical, ThioGlo CoA-SH fluorescence, plate reader | Histone acetyltransferase RTT109 (Candida albicans (strain SC5314 / ATCC MYA-2876)), … | purified Rtt109/Vps75, 4 h | inhibition, % at 34.9 µM | 330,000 tested, 0.16% active | AID 540336, 2011;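 active means inhibition of at least 50% in every replicate; inconclusive means best replicate reaches 50% inhibition but some replicates fall short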
CAL PDZ FP-2: CAL PDZ peptide-binding inhibitors, primary screen, biochemical, fluorescence polarization, Cer-tagged CAL PDZ, HTS | AID 504414, 2011 | Golgi-associated PDZ and coiled-coil motif-containing protein (Homo sapiens), Q9HD26 | 330,000 tested, 0.02% active | purified CAL PDZ, TMR-peptide fluorescence polarization, 1 h | inhibition, % at 20 µM;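 active means highest replicate inhibition of at least 40%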;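 further: plate controls were DMSO neutral control wells for no effect and unlabeled competitor peptide control wells for full effect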
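System: purified tagged CAL PDZ domain construct (CerCALP). Schedule: 1 h incubation at room temperature before polarization reading. Medium: 25 mM sodium phosphate pH 7.4, 150 mM NaCl, TCEP, IgG, Thesit. Read-out: percent inhibition from loss of millipolarization. Measured by: FP readout, S and P plane fluorescence. Probe or stimulus: fluorescent TMR peptide probe.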
RTF Ca sens inh: cardiac RTF calcium sensitivity inhibitors, primary screen, biochemical, IANBD-TnC fluorescence, EC70 calcium; IANBD-labeled cardiac RTF, Ca2+ fluorescence; inhibition, % at 7.15 µM; 340,000 tested, 0.12% active;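 active means inhibition above the mean inhibition of all tested compounds plus 3 SD, cut at about 17% in these data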;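 further: assay run at fixed EC70 calcium of 1.6 mM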
Keap1 Nrf2 FP: Keap1-Nrf2 protein-protein interaction inhibitors, primary screen, biochemical, fluorescence polarization, single point. Kelch-like ECH-associated protein 1 (Homo sapiens), Q14145. Keap1 Kelch-Nrf2 peptide fluorescence polarization, 1536-well. inhibition, % at 9.4 µM. 340,000 tested, 0.15% active. AID 504523, 2011; in the data active means inhibition above about 12%; inconclusive means no clear call, values can overlap the other calls; inactive means below about 7.3%;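 further: human Keap1 Kelch domain with fluorescein labeled Nrf2 9mer peptide probe; 0% = neutral control wells and 100% = peptide positive control; higher means more block of Keap1 binding to Nrf2 peptide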
Target sequence (Q14145 whole entry, looked up, the tested form may be a part): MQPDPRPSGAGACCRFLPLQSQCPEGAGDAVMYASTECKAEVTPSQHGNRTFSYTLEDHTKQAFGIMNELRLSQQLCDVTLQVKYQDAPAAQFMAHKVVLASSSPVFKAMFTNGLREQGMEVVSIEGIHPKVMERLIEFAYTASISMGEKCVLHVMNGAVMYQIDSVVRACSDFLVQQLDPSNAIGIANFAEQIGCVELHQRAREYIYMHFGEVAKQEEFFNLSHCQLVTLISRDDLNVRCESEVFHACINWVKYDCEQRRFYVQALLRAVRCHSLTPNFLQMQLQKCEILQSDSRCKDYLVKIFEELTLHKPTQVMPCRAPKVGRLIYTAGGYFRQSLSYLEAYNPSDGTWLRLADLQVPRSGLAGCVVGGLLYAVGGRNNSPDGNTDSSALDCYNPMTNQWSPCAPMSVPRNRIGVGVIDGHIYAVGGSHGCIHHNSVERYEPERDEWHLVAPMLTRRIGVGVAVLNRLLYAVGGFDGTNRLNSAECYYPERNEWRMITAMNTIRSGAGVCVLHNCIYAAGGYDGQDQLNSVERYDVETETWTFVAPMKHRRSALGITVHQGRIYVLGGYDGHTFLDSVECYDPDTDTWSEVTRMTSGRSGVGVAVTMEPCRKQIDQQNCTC
DAGLB inh: DAGLB lipase inhibitors, primary screen, biochemical, fluorescence, HTS. Diacylglycerol lipase-beta (Homo sapiens), Q8NCG7. inhibition, % at 5.17 µM. HEK293T DAGLB membrane lysate, EnzChek fluorogenic substrate. 340,000 tested, 0.059% active; in the data active means inhibition above about 34%;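 further: 0% = enzyme with vehicle and 100% = wells lacking enzyme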
LANA DNA inh: inhibitors of KSHV C-LANA binding to DNA, primary screen, biochemical, fluorescence polarization, FAM-LBS DNA, MBP-C-LANA, single point; Kaposi's sarcoma herpesvirus LANA C-terminal domain (residues 932-1162) DNA binding; inhibition, % at 9 µM; 340,000 tested, 0.078% active;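 active means highest replicate inhibition at or above 60% at 9 µM, even if other replicates fall short; inactive means all replicates below 60% inhibition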;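 further: 0% = neutral control wells and 100% = 4 µM acridine orange control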
cardiac RTF act: cardiac RTF calcium sensitivity activators, primary screen, biochemical, IANBD-TnC fluorescence, EC20 calcium; AID 493008, 2010; activation, % at 7.2 µM; IANBD-labeled TnC RTF fluorescence at EC20 calcium; 0% EC20 calcium, 100% full calcium; 340,000 tested, 0.24% active; Troponin I, cardiac muscle (Homo sapiens) + Troponin T, cardiac muscle (Homo sapiens) + …;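 active means activation above the mean over all tested compounds plus 3 SD, cut at about 30% in these data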;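 further: rise in fluorescence read as greater calcium sensitivity of cardiac thin filaments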
SR-BI DiI-HDL act: activators of SR-BI mediated DiI-HDL uptake, primary screen, ldlA[mSR-BI] CHO cells, DiI fluorescence; 3 h; 100 = double the neutral-control signal; activation, % at 12.5 µM; 320,000 tested, 0.096% active; AID 504775, 2011;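 active means mean replicate activation of at least 60% and every replicate at or above 60%; inconclusive means mean or all-replicate condition met, but not both; inactive means mean below 60% and not all replicates reaching 60%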;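 further: 0% = median plate neutral-control signal and 100% = twice that signal; values of inactives mirror those of a sister screen read the other way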
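Test system: SR-BI-overexpressing, LDLR-lacking CHO cells; Medium: Ham's F12 with 0.5% BSA, HEPES 25 mM, pH 7.4; Schedule: 3 h, 37 °C; Technique: bottom-read fluorescence, 550/595 nm.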
PKA-R2B act: activators of PKA-R2B holoenzyme, primary screen, biochemical, fluorescence polarization, Cy5-IP20, human | cAMP-dependent protein kinase catalytic subunit beta (Homo sapiens) + cAMP-dependent … | PKA-R2B holoenzyme dissociation; R2B truncated from residue 108, S112A mutant; 0% DMSO only, 100% 113 µM cGMP | activation, % at 11.4 µM | 340,000 tested, 0.079% active;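 active means activation above a cutoff set at the mean over all compounds plus 3 SD, cut at about 18% in these data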;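 further: higher means more holoenzyme dissociation and a rise in polarization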
Target sequence (P31323 whole entry, looked up, other chains not shown, the tested form may be a part): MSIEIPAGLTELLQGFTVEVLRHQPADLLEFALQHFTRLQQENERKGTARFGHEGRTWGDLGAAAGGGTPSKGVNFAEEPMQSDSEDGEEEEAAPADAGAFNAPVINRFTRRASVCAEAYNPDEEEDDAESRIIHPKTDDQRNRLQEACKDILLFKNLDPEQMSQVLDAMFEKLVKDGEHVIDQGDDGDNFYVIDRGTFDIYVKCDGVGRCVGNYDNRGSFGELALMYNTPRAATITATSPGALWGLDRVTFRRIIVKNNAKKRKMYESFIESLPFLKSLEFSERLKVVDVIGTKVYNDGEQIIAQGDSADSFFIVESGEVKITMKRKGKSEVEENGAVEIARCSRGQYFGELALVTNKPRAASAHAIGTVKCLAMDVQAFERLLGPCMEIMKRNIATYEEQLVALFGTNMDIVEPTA
An asterisk follows results filed as active; ? = inconclusive; · = not tested or not shown.

Second line of a record: CAL PDZ FP-1, Rtt109 Vps75, CAL PDZ FP-2, RTF Ca sens inh, Keap1 Nrf2 FP, DAGLB inh, LANA DNA inh, cardiac RTF act, SR-BI DiI-HDL act, PKA-R2B act
COCCC(=O)N(Cc1ccc2c(c1)OCO2)C(C(=O)NC1CCCCC1)c1ccncc1 (centres undefined)
    -6, -2, -0.9, -4, -4, -1, 0.8, 0, -7, -6
Nc1nonc1-n1nnc(C(=O)N/N=C/c2ccc(OCc3ccccc3)cc2)c1CNc1ccccc1
    -2, -9, -1.6, 2, -3, -2, -0.1, -7, -65, 0
Cc1ccc(S(=O)(=O)N2CC(=O)Nc3ccccc32)cc1
    0, -1, -3.0, -11, 3, 3, -0.5, 3, 13, -21
CSCCC(NS(=O)(=O)c1ccc2c(c1)c(=O)n(C)c(=O)n2C)C(=O)NC1CCN(Cc2ccccc2)CC1 (centres undefined)
    -1, -8, -1.1, 5, -2, -1, 1.4, 1, 22, -5
O=C(C/C=N\OCc1ccc([N+](=O)[O-])cc1)Nc1ccc(Cl)cc1
    3, 3, 0.1, -15, 1, -4, 1.3, -2, 10, -9
COc1cccc(S(=O)(=O)Nc2ccc(C(=O)N3CCOCC3)cc2)c1
    ·, -6, -1.2, -2, -3, -4, 0.4, 5, 4, -7
CCCSc1nn2c(=O)c3ccccc3nc2s1
    -1, 2, -0.2, 1, 0, -1, -0.9, -6, 32, -5
COc1cccc(NC(=O)NCCCCc2ccccc2)c1
    -3, -4, -1.5, -2, -5, -4, 0.0, 0, 25, 3
COc1ccc(NC(=O)C2CC2)cc1OC1CCCC1
    -11, -8, -0.4, -2, -5, 2, -0.8, 16, -12, -2
Cc1cc(C)nc(NS(=O)(=O)c2ccc(NC(=O)CSc3nc(-c4ccccc4)c(C#N)c(=O)[nH]3)cc2)n1
    -3, 7, 0.4, 7, 3, 4, -0.9, -1, -3, 13
C=CCC1(CC=C)CCCN1Cc1nc(COc2ccccc2)no1
    -2, 3, 0.6, -10, -4, 7, -0.3, 4, ·, -21
C=CCOC(=O)C1=C[C@@H](c2csc3ccccc23)C[C@@H](OCc2ccc(CO)cc2)O1
    1, -30, -1.3, 5, -9, -6, -1.6, 7, -19, -7
CCN(CC)C(=O)Oc1ccc(OC(=O)N(CC)CC)cc1
    -3, 6, -1.2, 12, -4, -3, 0.5, 7, -15, -9
CCOc1cc(OCC)cc(C(=O)NCc2ccco2)c1
    -1, 1, 0.4, -10, -4, 0, 3.1, 1, -22, -5
Cc1cc2c(c(=O)o1)C(CC(C)C)C(C#N)=C(N)O2 (centres undefined)
    -2, -15, 0.3, -6, 4, 0, -0.2, -7, 24, -10

3 structures already listed, ordered by SMILES length, low to high.
Second line of a record: CAL PDZ FP-1, Rtt109 Vps75, CAL PDZ FP-2, RTF Ca sens inh, Keap1 Nrf2 FP, DAGLB inh, LANA DNA inh, cardiac RTF act, SR-BI DiI-HDL act, PKA-R2B act
CCOc1cc(OCC)cc(C(=O)NCc2ccco2)c1
    -1, 1, 0.4, -10, -4, 0, 3.1, 1, -22, -5
Cc1cc2c(c(=O)o1)C(CC(C)C)C(C#N)=C(N)O2 (centres undefined)
    -2, -15, 0.3, -6, 4, 0, -0.2, -7, 24, -10
O=C(C/C=N\OCc1ccc([N+](=O)[O-])cc1)Nc1ccc(Cl)cc1
    3, 3, 0.1, -15, 1, -4, 1.3, -2, 10, -9

Continuation:
Second line of a record: CAL PDZ FP-1, Rtt109 Vps75, CAL PDZ FP-2, RTF Ca sens inh, Keap1 Nrf2 FP, DAGLB inh, LANA DNA inh, cardiac RTF act, SR-BI DiI-HDL act, PKA-R2B act
COc1cc(OC)cc(-c2c(-c3ccc(F)cc3)c3cc(Br)ccc3n2C)c1
    0, -7, -0.7, -20, -3, -2, -1.4, -5, -10, -7
COc1ccc(-c2nc(CS(=O)CC(=O)NCCCN3CCOCC3)c(C)o2)cc1OC (centres undefined)
    -1, 6, -1.0, -5, -6, 0, -0.7, -1, 19, 5
COc1ccc(C)cc1S(=O)(=O)Nc1ccc2c(c1)OCCO2
    -3, -3, -0.3, -2, 1, -1, -1.0, -8, 5, -12
O=C(NCC1CCNCC1)c1ccncc1
    -6, -6, -0.9, 2, -1, -3, -0.2, -1, 30, 9
O=C(C1CCN(CC2CC=CCC2)CC1)N(CCc1ccccc1)Cc1ccccc1 (centres undefined)
    -1, 11, -2.3, 0, 0, -3, -1.9, -1, 16, 4
Cc1ccc(S(=O)(=O)N2CCCCC2)cc1C(=O)N1CCN(c2ccccn2)CC1
    0, -2, -0.3, -2, -4, -1, -0.8, 7, 2, 1
COc1ccc(C)cc1-n1nnnc1SCc1cc(=O)n2cc(C)ccc2n1
    0, -17, ·, -2, 2, 3, 1.8, 3, -14, -3
COc1ccc(C(=O)Oc2cccc(/C=N/NC(N)=S)c2)cc1
    -2, 21, -2.9, -9, 0, -1, 0.9, 0, -56, -5
CCOC(=O)N1CCC(N(C(=O)Nc2cccc(OC)c2)C(C)CC)CC1 (centres undefined)
    0, 13, -0.4, -2, -1, -1, -0.4, 1, 8, -12
CCN1CCN(CCNC(=O)c2ccc(/C=C3/Sc4ccccc4N(Cc4cccc(C)c4)C3=O)cc2)CC1
    -8, ?, -1.9, 12, -4, 2, -1.1, 1, -20, -15
CC(C)CNC(=O)c1ccccc1NC(=O)CN(c1ccc2c(c1)OCCO2)S(C)(=O)=O
    3, 6, -4.3, -18, -6, -2, -1.4, 8, 8, -12
O=C(CN1CCOc2ccccc21)N1CCC(Cc2ccccc2)CC1
    ·, 13, 0.7, -5, 1, -2, 1.4, -2, 5, -8
COCCn1c(C)cc(/C=C(\C#N)C(=O)OCC(=O)N(C)c2c(N)n(Cc3ccccc3)c(=O)[nH]c2=O)c1C
    -3, 1, -2.6, -4, -4, 1, 0.4, -6, 13, -7
CCCCC(=O)N/N=C(\C)CC(=O)Nc1cc(Cl)ccc1OC
    -1, 9, -1.8, -4, -3, 5, -0.1, -3, -28, -3
O=C(NC(=S)NCc1ccco1)c1ccc([N+](=O)[O-])cc1
    -1, 3, 0.1, 0, 4, -1, 2.3, -6, -18, 0

Second line of a record: CAL PDZ FP-1, Rtt109 Vps75, CAL PDZ FP-2, RTF Ca sens inh, Keap1 Nrf2 FP, DAGLB inh, LANA DNA inh, cardiac RTF act, SR-BI DiI-HDL act, PKA-R2B act
COc1ccccc1C(=O)N1CCN(S(=O)(=O)Cc2ccccc2)CC1
    -5, 1, ·, -3, 0, 2, 1.1, 6, -1, -11
CCSc1nc2cc(OC)c(OC)cc2c(=O)n1CC
    -3, 5, -3.1, 2, -4, 1, -3.3, -5, ·, -6
O=C(NNC(=S)NC(=O)c1cccnc1)c1ccc(Cl)cc1
    -2, 9, 0.0, -6, -3, -1, -0.5, -3, 12, 2
Cc1ccc(C2CC(=O)N3CN(c4ccc(Br)cc4)CSC3=C2C#N)o1 (centres undefined)
    -1, -1, -1.1, -5, 2, 8, 1.7, -5, -9, -10
CCOc1ccc(N(CC(=O)NC2CCCC(C)C2C)S(=O)(=O)c2c(C)noc2C)cc1 (centres undefined)
    3, 8, -1.2, -1, -1, -4, -1.1, -1, 17, -12
CCN(CC)c1ccc(N=Nc2ncn[nH]2)cc1
    -8, 23, 0.2, ·, -17, ·, -3.9, ·, 22, ·
N#Cc1c2n(c3c(=O)n(CC(=O)c4ccc([N+](=O)[O-])cc4)cnc13)CCCCC2
    -3, -3, -2.0, -6, -4, 0, 1.2, 7, -22, -2
CCOc1ccccc1NC(=O)c1csc(C)c1C
    -2, -2, -1.7, -2, -1, -8, -0.7, 0, -81, 9
CCC(C(=O)N/N=C/c1cccnc1)c1ccccc1 (centres undefined)
    ·, -7, 0.6, -7, 0, 2, -0.3, -3, 9, -3
COc1ccc(N2CCN(C3CCCN(Cc4cccc(C(C)=O)c4)C3)CC2)cc1 (centres undefined)
    4, 0, 0.0, -2, 5, 2, 0.8, -1, -1, -3
COc1ccc(CNC(=O)C2COc3ccccc3O2)cc1 (centres undefined)
    -8, -1, -1.3, -10, 0, -2, -1.1, -1, -3, 13
COc1cc(C2C3C(=O)N(Cc4ccccc4)C(=O)C3ON2c2ccccc2)cc(OC)c1OC (centres undefined)
    -1, 2, -2.8, -11, -1, 1, -1.1, -2, 2, 7
Cc1ccc(OCC(=O)c2cc(C)n(-c3cc(C)on3)c2C)c([N+](=O)[O-])n1
    ·, 1, -0.9, -6, 0, 4, -0.1, 6, -24, -20
CC1CN(C(=O)CSc2nnc(NC(=O)NC(C)(C)C)s2)CC(C)O1 (centres undefined)
    -3, 4, -0.9, -7, -1, -2, 0.9, 2, 10, 12
COc1ccc(C(CNC(=O)c2cc3ccccc3o2)N2CCCC2)cc1 (centres undefined)
    -5, 0, -2.8, -10, -4, 3, -0.8, -1, ·, 9
COCCNC(=O)Cc1cn(C)c2ccccc12
    -1, 4, -0.3, -1, 0, -5, 1.5, -4, 21, 3
Cc1ccc(NC(=O)C2CCN(S(=O)(=O)c3ccc4c(c3)NC(=O)CO4)CC2)cc1
    5, 25, -0.4, -6, 1, 1, -1.0, 1, -18, 11
CCC(=O)N1CCN(c2ccc(NC(=O)c3c(F)c(F)c(OC)c(F)c3F)cc2)CC1
    ·, 5, -0.7, -11, 1, 3, 0.3, -3, -57, 13

Assay outcomes: PubChem BioAssay, several laboratories

An unsorted share of the library, and some 1.6% of all compounds hit somewhere here.
